Bioassay records (PubChem BioAssay)
CIT2-GFP yeast: yeast TOR pathway CIT2-GFP modulation | AID 2029 | GFP response vs DMSO, % at 10 µM | S. cerevisiae CIT2-GFP strain, flow cytometry, 3 h; 100 means same as DMSO wells | 320,000 tested, 0.065% active;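 active = GFP response relative to DMSO above a set limit, near the screen mean plus 3 SD, cut at about 150% in these data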;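 also: ratio of well median GFP fluorescence to mean of DMSO wells on the plate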
LAP4 TOR yeast: alters LAP4-GFP fluorescence in TOR pathway yeast screen. S. cerevisiae LAP4-GFP multiplex, flow cytometry GFP, 3 h; median GFP as percent of DMSO wells. GFP response vs DMSO, % at 10 µM. 320,000 tested, 0.34% active. AID 2023;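 active = GFP response vs DMSO above a set limit, about the screen mean plus 3 SD, cut at about 150% in these data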
AGP1-GFP MLPCN: alters AGP1-GFP fluorescence in TOR pathway yeast screen. S. cerevisiae AGP1-GFP multiplex flow cytometry, 3 h; GFP as percent of DMSO wells. GFP response vs DMSO, % at 10 µM. 320,000 tested, 0.02% active. AID 2066;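 active = GFP response relative to DMSO above a set limit, near screen average plus 3 SD, cut at about 150% in these data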;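 also: median GFP channel fluorescence of the gated AGP1 strain per well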
Efflux pump mplx: antifungal efflux pump inhibition, Nile Red retention; AID 485275; S. cerevisiae Candida pump triplex; 330,000 tested, 0.44% active; inhibition, % at 10 µM;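 active = plate passing quality check with inhibition over a set limit, or well fluorescence over plate mean plus 4 SD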;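 also: Nile Red retained in pooled yeast measured as flow cytometry median fluorescence; 0% = buffer negative control and 100% = Enniatin B positive control; higher means more Nile Red kept so more efflux inhibition; some compounds called inactive have numbers as strong as hits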
MEP2-GFP yeast: yeast TOR pathway MEP2-GFP modulation. S. cerevisiae MEP2-GFP strain, flow cytometry GFP, 3 h; 100% = DMSO control level. GFP response vs DMSO, % at 10 µM. 330,000 tested, 0.51% active. AID 2016;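 active = GFP response versus DMSO above a set limit, roughly screen mean plus 3 SD, cut at about 180% in these data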;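 also: median GFP fluorescence of the barcode-gated MEP2-GFP cells per well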
CR mimetic SO: caloric restriction mimetics inhibiting age-related superoxide in yeast; S. cerevisiae aged cells, superoxide DHE fluorescence; hits give low values; superoxide response (% of plate mean), % at 10 µM; 330,000 tested, 0.18% active;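 active = superoxide response under a set limit, about three screen SD below normal, cut at about 65% in these data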;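 also: yeast aged for seven days with compound at 30 °C before DHE staining; 100% = average MFI of all compound-treated wells on the plate with controls excluded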
AHR activator: activates the human aryl hydrocarbon receptor. 320,000 tested, 2.5% active. P35869. activation, % at 5 µM. AHR-responsive luciferase reporter cells, luminescence; in the data active = activation above about 47%;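 also: 0% = vehicle wells and 100% = reference agonist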
Target sequence (P35869 whole entry, looked up): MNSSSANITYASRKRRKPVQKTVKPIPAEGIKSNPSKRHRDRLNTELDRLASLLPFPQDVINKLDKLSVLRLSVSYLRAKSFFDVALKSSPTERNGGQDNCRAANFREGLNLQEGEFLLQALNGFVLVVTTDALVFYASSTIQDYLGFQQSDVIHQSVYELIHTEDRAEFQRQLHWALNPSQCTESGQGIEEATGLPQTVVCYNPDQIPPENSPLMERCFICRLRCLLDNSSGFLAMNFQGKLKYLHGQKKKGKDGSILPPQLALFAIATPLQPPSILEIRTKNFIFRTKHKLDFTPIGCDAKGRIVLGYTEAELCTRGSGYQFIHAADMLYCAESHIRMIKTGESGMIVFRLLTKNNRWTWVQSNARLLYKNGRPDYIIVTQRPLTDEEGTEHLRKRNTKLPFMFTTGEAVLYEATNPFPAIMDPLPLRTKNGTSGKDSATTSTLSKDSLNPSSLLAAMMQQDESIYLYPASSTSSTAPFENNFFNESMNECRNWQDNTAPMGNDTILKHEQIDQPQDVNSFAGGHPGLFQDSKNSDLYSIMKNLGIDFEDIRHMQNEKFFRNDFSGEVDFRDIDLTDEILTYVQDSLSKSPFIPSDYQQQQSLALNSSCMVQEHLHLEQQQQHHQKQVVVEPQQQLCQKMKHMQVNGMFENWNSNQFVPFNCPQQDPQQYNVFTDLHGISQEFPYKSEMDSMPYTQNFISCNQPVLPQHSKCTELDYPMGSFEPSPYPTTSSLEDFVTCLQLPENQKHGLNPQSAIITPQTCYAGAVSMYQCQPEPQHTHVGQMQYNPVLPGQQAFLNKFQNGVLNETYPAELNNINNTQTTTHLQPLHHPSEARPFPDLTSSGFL
RPL19A-GFP yeast: alters RPL19A-GFP fluorescence in TOR pathway yeast screen | S. cerevisiae RPL19A-GFP strain, flow cytometry, 3 h; hits give low values | percent response vs DMSO, % at 10 µM | 330,000 tested, 0.3% active | AID 2025;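 active = percent response vs DMSO below 50%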;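 also: median channel GFP fluorescence of the barcoded RPL19A-GFP strain; ratio of sample median GFP to plate DMSO average so 100% = DMSO; lower means less RPL19A-GFP as with rapamycin TOR inhibition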
Active calls of the source: *.

Screening Cc1ccc(C(=O)NC(=S)NNC(=O)c2ccccc2O)cc1 returned CIT2-GFP yeast 88, LAP4 TOR yeast 93, AGP1-GFP MLPCN 89, Efflux pump mplx 0.2, MEP2-GFP yeast 91, CR mimetic SO 89, AHR activator 2 and RPL19A-GFP yeast 106.
Screening CN(C)CCn1c2c(c(SCC(=O)Nc3ccc4c(c3)OCCO4)nc1=O)CCC2 returned CIT2-GFP yeast 98, LAP4 TOR yeast 108, AGP1-GFP MLPCN 103, Efflux pump mplx 0.3, MEP2-GFP yeast 98, CR mimetic SO 104, AHR activator -3 and RPL19A-GFP yeast 103.
Screening NS(=O)(=O)c1cccc(NS(=O)(=O)c2ccc3ccccc3c2)c1 returned CIT2-GFP yeast 101, LAP4 TOR yeast 96, AGP1-GFP MLPCN 100, Efflux pump mplx 0.2, MEP2-GFP yeast 106, CR mimetic SO 114, AHR activator 2 and RPL19A-GFP yeast 102.
For O=C(OC1CCCCC1=O)c1cc(Cl)ccc1[N+](=O)[O-] (stereo not drawn) the results were CIT2-GFP yeast 74, LAP4 TOR yeast 96, AGP1-GFP MLPCN 78, Efflux pump mplx -0.3, MEP2-GFP yeast 106, CR mimetic SO 112, AHR activator 2 and RPL19A-GFP yeast 101.
Screening COC(=O)c1ccc(OCC(O)CN2CCc3cc(OC)c(OC)cc3C2c2ccccc2)cc1 (stereo not drawn) returned CIT2-GFP yeast 91, LAP4 TOR yeast 100, AGP1-GFP MLPCN 91, Efflux pump mplx -0.1, MEP2-GFP yeast 83, CR mimetic SO 86, AHR activator 3 and RPL19A-GFP yeast 91.
For CCCNC(=O)NC(=O)CN1CCCC1c1ccc2c(c1)OCCO2 (stereo not drawn) the results were CIT2-GFP yeast 110, LAP4 TOR yeast 103, AGP1-GFP MLPCN 104, Efflux pump mplx 0.0, MEP2-GFP yeast 115, CR mimetic SO 91, AHR activator 2 and RPL19A-GFP yeast 112.
For Cc1onc(-c2ccccc2Cl)c1C(=O)N1C=CC(C(F)(F)F)=NCC1 the results were CIT2-GFP yeast 100, LAP4 TOR yeast 100, AGP1-GFP MLPCN 102, Efflux pump mplx 0.1, MEP2-GFP yeast 98, CR mimetic SO 104, AHR activator 2 and RPL19A-GFP yeast 99.
CCN(CC)S(=O)(=O)N1CCC(C(=O)NCC2COc3ccccc3O2)CC1 (stereo not drawn) was read as CIT2-GFP yeast 104, LAP4 TOR yeast 100, AGP1-GFP MLPCN 108, Efflux pump mplx 0.0, MEP2-GFP yeast 104, CR mimetic SO 78, AHR activator -1 and RPL19A-GFP yeast 99.
For Cc1ccccc1CCN(C(=O)c1csnn1)C(C(=O)NC1CCCC1)c1ccncc1 (stereo not drawn) the results were CIT2-GFP yeast 86, LAP4 TOR yeast 91, AGP1-GFP MLPCN 92, Efflux pump mplx 0.1, MEP2-GFP yeast 89, CR mimetic SO 107, AHR activator 2 and RPL19A-GFP yeast 93.
For O=C(CSc1nncn1-c1cccnc1)N(c1ccccc1)c1ccccc1 the results were CIT2-GFP yeast 97, LAP4 TOR yeast 95, AGP1-GFP MLPCN 92, Efflux pump mplx 0.4, MEP2-GFP yeast 100, CR mimetic SO 116, AHR activator 1 and RPL19A-GFP yeast 102.
Cc1c(Cl)c([N+](=O)[O-])nn1CC(=O)NC1CCCCC1 was read as CIT2-GFP yeast 98, LAP4 TOR yeast 94, AGP1-GFP MLPCN 95, Efflux pump mplx 0.0, MEP2-GFP yeast 94, CR mimetic SO 94, AHR activator -1 and RPL19A-GFP yeast 91.
CN(C(=O)CSc1nnc(-c2cccs2)o1)C1CCS(=O)(=O)C1 (stereo not drawn) was read as CIT2-GFP yeast 107, LAP4 TOR yeast 90, AGP1-GFP MLPCN 101, Efflux pump mplx 0.2, MEP2-GFP yeast 105, CR mimetic SO 100, AHR activator 3 and RPL19A-GFP yeast 106.

Nothing new here: entries from further up.
Cc1c(Cl)c([N+](=O)[O-])nn1CC(=O)NC1CCCCC1 was read as CIT2-GFP yeast 98, LAP4 TOR yeast 94, AGP1-GFP MLPCN 95, Efflux pump mplx 0.0, MEP2-GFP yeast 94, CR mimetic SO 94, AHR activator -1 and RPL19A-GFP yeast 91.
CN(C(=O)CSc1nnc(-c2cccs2)o1)C1CCS(=O)(=O)C1 (stereo not drawn) was read as CIT2-GFP yeast 107, LAP4 TOR yeast 90, AGP1-GFP MLPCN 101, Efflux pump mplx 0.2, MEP2-GFP yeast 105, CR mimetic SO 100, AHR activator 3 and RPL19A-GFP yeast 106.

Returning to the listing, repeating the three entries before the break.
For O=C(CSc1nncn1-c1cccnc1)N(c1ccccc1)c1ccccc1 the results were CIT2-GFP yeast 97, LAP4 TOR yeast 95, AGP1-GFP MLPCN 92, Efflux pump mplx 0.4, MEP2-GFP yeast 100, CR mimetic SO 116, AHR activator 1 and RPL19A-GFP yeast 102.
Cc1c(Cl)c([N+](=O)[O-])nn1CC(=O)NC1CCCCC1 was read as CIT2-GFP yeast 98, LAP4 TOR yeast 94, AGP1-GFP MLPCN 95, Efflux pump mplx 0.0, MEP2-GFP yeast 94, CR mimetic SO 94, AHR activator -1 and RPL19A-GFP yeast 91.
CN(C(=O)CSc1nnc(-c2cccs2)o1)C1CCS(=O)(=O)C1 (stereo not drawn) was read as CIT2-GFP yeast 107, LAP4 TOR yeast 90, AGP1-GFP MLPCN 101, Efflux pump mplx 0.2, MEP2-GFP yeast 105, CR mimetic SO 100, AHR activator 3 and RPL19A-GFP yeast 106.
`Cc1ccc(SCc2nc3ccccc3n2CC(=O)Nc2c(C)cccc2C)cc1` gave CIT2-GFP yeast 106, LAP4 TOR yeast 97, AGP1-GFP MLPCN 106, Efflux pump mplx 0.4, MEP2-GFP yeast 103, CR mimetic SO 83, AHR activator 0 and RPL19A-GFP yeast 97.
CCOC(=O)c1ccc(NC(=O)C2COc3ccccc3O2)cc1 (stereo not drawn) was read as CIT2-GFP yeast 91, LAP4 TOR yeast 87, AGP1-GFP MLPCN 84, Efflux pump mplx -0.1, MEP2-GFP yeast 95, CR mimetic SO 99, AHR activator 3 and RPL19A-GFP yeast 90.
For COc1cc(/C(C)=N/NC(=O)C(O)(c2ccccc2)c2ccccc2)ccc1O the results were CIT2-GFP yeast 107, LAP4 TOR yeast 102, AGP1-GFP MLPCN 108, Efflux pump mplx 0.0, MEP2-GFP yeast 93, CR mimetic SO 93, AHR activator 2 and RPL19A-GFP yeast 102.
`O=C(Nc1cccc([N+](=O)[O-])c1)c1ccccc1` gave CIT2-GFP yeast 95, LAP4 TOR yeast 107, AGP1-GFP MLPCN 98, Efflux pump mplx 0.0, MEP2-GFP yeast 98, CR mimetic SO 76, AHR activator 10 and RPL19A-GFP yeast 98.
`Cc1cc(C)cc(N2C(=O)CN(Cc3sccc3C)C2=S)c1` gave CIT2-GFP yeast 106, LAP4 TOR yeast 100, AGP1-GFP MLPCN 104, Efflux pump mplx -0.1, MEP2-GFP yeast 103, CR mimetic SO 87, AHR activator -1 and RPL19A-GFP yeast 107.
Screening Cc1nc2c(sc3nc4c(cc32)COC(C)(C)C4)c(=O)n1Cc1ccccc1 returned CIT2-GFP yeast 107, LAP4 TOR yeast 95, AGP1-GFP MLPCN 103, Efflux pump mplx 0.0, MEP2-GFP yeast 101, CR mimetic SO 115, AHR activator 3 and RPL19A-GFP yeast 100.
Nc1nc2c([N+](=O)[O-])cccc2s1 was read as CIT2-GFP yeast 111, LAP4 TOR yeast 99, AGP1-GFP MLPCN 26, Efflux pump mplx 0.1, MEP2-GFP yeast 113, CR mimetic SO 114, AHR activator 4 and RPL19A-GFP yeast 101.
Screening CCOC(=O)c1sc(=S)n(-c2ccc(OC)cc2)c1C returned CIT2-GFP yeast 106, LAP4 TOR yeast 116, AGP1-GFP MLPCN 110, Efflux pump mplx -0.1, MEP2-GFP yeast 106, CR mimetic SO 100, AHR activator 3 and RPL19A-GFP yeast 103.
CCC(C)C(NC(=O)C1CCC(C)CC1)C(=O)NC(C(=O)OC)C(C)C (stereo not drawn) was read as CIT2-GFP yeast 100, LAP4 TOR yeast 98, AGP1-GFP MLPCN 101, Efflux pump mplx 0.2, MEP2-GFP yeast 120, CR mimetic SO 79, AHR activator 0 and RPL19A-GFP yeast 101.
CCOc1ncccc1C(=O)NCc1cccc(OC)c1 was read as CIT2-GFP yeast 94, LAP4 TOR yeast 112, AGP1-GFP MLPCN 100, Efflux pump mplx 0.2, MEP2-GFP yeast 107, CR mimetic SO 96, AHR activator 13 and RPL19A-GFP yeast 104.
C=CCN(C(=O)OC(C)(C)C)S(=O)(=O)NCc1ccccc1 was read as CIT2-GFP yeast 107, LAP4 TOR yeast 110, AGP1-GFP MLPCN 104, Efflux pump mplx -0.1, MEP2-GFP yeast 111, CR mimetic SO 94, AHR activator -1 and RPL19A-GFP yeast 101.
CCOc1ccc2nc(/N=C/c3nc(-c4ccc(Br)cc4)oc3O)sc2c1 was read as CIT2-GFP yeast 102, LAP4 TOR yeast 96, AGP1-GFP MLPCN 106, Efflux pump mplx -0.3, MEP2-GFP yeast 106, CR mimetic SO 94, AHR activator 10 and RPL19A-GFP yeast 106.
`CC(=O)Nc1ccc(S(=O)(=O)N(CCO)Cc2ccccc2)cc1` gave CIT2-GFP yeast 90, LAP4 TOR yeast 93, AGP1-GFP MLPCN 89, Efflux pump mplx 0.3, MEP2-GFP yeast 93, CR mimetic SO 96, AHR activator 1 and RPL19A-GFP yeast 93.
For O=C1c2ccccc2C(=O)N1c1ncc(Cc2ccc(Cl)cc2)s1 the results were CIT2-GFP yeast 85, LAP4 TOR yeast 93, AGP1-GFP MLPCN 91, Efflux pump mplx -0.2, MEP2-GFP yeast 93, CR mimetic SO 93, AHR activator 0 and RPL19A-GFP yeast 94.
Screening O=c1oc(C2(O)CCCCC2)cc2ccccc12 returned CIT2-GFP yeast 99, LAP4 TOR yeast 88, AGP1-GFP MLPCN 96, Efflux pump mplx 0.2, MEP2-GFP yeast 92, CR mimetic SO 110, AHR activator 0 and RPL19A-GFP yeast 94.
For C=CCNC(=S)NNC(=O)c1cccc(Br)c1 the results were CIT2-GFP yeast 94, LAP4 TOR yeast 96, AGP1-GFP MLPCN 90, Efflux pump mplx 0.4, MEP2-GFP yeast 91, CR mimetic SO 102, AHR activator 5 and RPL19A-GFP yeast 95.
O=C(O)CC(CC(=O)Nc1ccc(C(=O)O)cc1)c1ccccc1 (stereo not drawn) was read as CIT2-GFP yeast 103, LAP4 TOR yeast 104, AGP1-GFP MLPCN 115, Efflux pump mplx 0.0, MEP2-GFP yeast 96, CR mimetic SO 110, AHR activator -1 and RPL19A-GFP yeast 97.
For CNCc1ccccc1Sc1ccc(O)c(O)c1 the results were CIT2-GFP yeast 108, LAP4 TOR yeast 98, AGP1-GFP MLPCN 106, Efflux pump mplx -0.1, MEP2-GFP yeast 101, CR mimetic SO 86, AHR activator 0 and RPL19A-GFP yeast 107.
CN(CC(=O)Nc1ccc(F)c(F)c1F)C(=O)c1n[nH]c(=O)c2ccccc12 was read as CIT2-GFP yeast 101, LAP4 TOR yeast 85, AGP1-GFP MLPCN 89, Efflux pump mplx 0.2, MEP2-GFP yeast 89, CR mimetic SO 116, AHR activator 0 and RPL19A-GFP yeast 87.
For COc1ccccc1NC(=O)COC(=O)CN1C(=O)C(=O)c2ccccc21 the results were CIT2-GFP yeast 105, LAP4 TOR yeast 97, AGP1-GFP MLPCN 96, Efflux pump mplx -0.1, MEP2-GFP yeast 104, CR mimetic SO 103, AHR activator 0 and RPL19A-GFP yeast 101.
O=C(CN1CCN(Cc2ccccc2)CC1)N/N=C/c1cccnc1 was read as CIT2-GFP yeast 107, LAP4 TOR yeast 128, AGP1-GFP MLPCN 111, Efflux pump mplx -0.1, MEP2-GFP yeast 97, CR mimetic SO 91, AHR activator 0 and RPL19A-GFP yeast 101.
For O=c1c2c3c(sc2nc(NCCO)n1-c1ccccc1)CCCC3 the results were CIT2-GFP yeast 101, LAP4 TOR yeast 95, AGP1-GFP MLPCN 102, Efflux pump mplx 0.1, MEP2-GFP yeast 110, CR mimetic SO 96, AHR activator 26 and RPL19A-GFP yeast 105.
